HT1080 IDH1KD tx = HT-1080 IDH1 knockdown cell toxicity (counter line); HT-1080 IDH1 knockdown viability, ATP luminescence, 48 h; Potency, µM (titrated, usually from 46.1 µM), without a hit: at the highest dose activity, negative = toxicity, actives largely listed as cytotoxic; 2% of 360,000 active;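 note: potency is the fitted concentration of half-maximal effect; 0% = DMSO wells and -100% = cell-free medium wells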
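IDH1KD HT-1080 cells, 750/well, RPMI + 5% FBS; compound pinned after 2 h settling; 48 h, 37 °C; CellTiter-Glo luminescence; % activity normalised to DMSO and no-cell wells; curves fitted, classed by r2 and efficacy.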
KB-V1 cytotox = kills drug-selected multidrug resistant KB-V1 cells; 3.4% of 400,000 active; Potency, µM (doses to about 46.1 µM), without a hit: at the top dose activity change, negative = cytotoxicity, usual class: cytotoxic; KB-V1 MDR cells viability, CellTiter-Glo, 72 h; note: potency is the fitted concentration of half-maximal effect; % is set by controls: 0 for no effect and ±100 for the full control effect; nearly all actives have a fitted effect of over 60% in size
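Cells of the MDR subline KB-V1 are plated, dosed with compound at multiple concentrations, and incubated 72 h at 37 degrees C; CellTiter-Glo is then added and luminescence read after 10 min.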
SW480 rereplic = DNA re-replication induction in SW480 cells; AID 624297; SW480 DNA re-replication, Hoechst DNA content imaging, 48 h; 1.8% of 340,000 active; Potency, µM (highest dose often 46.1 µM), inactives show top-dose re-replication activation, most hits filed as activators; note: potency is the fitted concentration of half-maximal effect; % of control where 0% means no effect; nearly all actives have a fitted effect of over 55% in size
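First, 250 cells per well were seeded. Next, compound or vehicle (23 nL) was pinned in, plates sat 48 hr at 37 C. Finally Hoechst was added for 40 min before fluorescence scanning.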
ATXN2 expr inh = inhibitors of ATXN2 expression. HEK-293 ATXN2-luciferase reporter, luminescence, 24 h. Potency, µM (series often up to 57 µM), for inactives: top-dose activity change, negative = inhibition, actives largely listed as inhibitors. 0.72% of 360,000 active; note: potency is the fitted concentration of half-maximal effect; % is set by controls: 0 for no effect and ±100 for the full control effect; nearly all actives have a fitted effect of over 55% in size
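ATXN2-luciferase reporter cells (luciferase flanked by upstream and downstream ATXN2 gene portions) were treated 24 h at 37 °C with compounds at up to 57 uM. SteadyGlo luminescence gave expression; GF-AFC fluorescence gave viability.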
HT1080NT lethal = kills 2HG-producing HT-1080-NT fibrosarcoma cells; 1.6% of 360,000 active; HT-1080-NT fibrosarcoma viability, CellTiter-Glo ATP luminescence, 48 h; Potency, µM (doses to about 46.1 µM), for inactives: top-dose activity, negative = less viability, usual class: cytotoxic; AID 686970;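 note: NT is the 2HG producing partner of a matched IDH1 knockdown line; potency is the fitted concentration of half-maximal effect; 0% = DMSO-treated cells and -100% = media-only wells without cells; nearly all actives have a fitted effect of over 55% in size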
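Viability by CellTiter-Glo luminescence after 48 h compound exposure at 37C of HT-1080-NT cells (750/well, RPMI, 5% FBS). % activity scaled between DMSO wells and medium-only wells, then curve-fitted and categorized by curve class.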
MCF10A rereplic = DNA re-replication induction in MCF 10a cells; MCF 10A DNA re-replication, Hoechst nuclear intensity, 48 h; Potency, µM (series often up to 46.1 µM), inactives show at the highest dose activity, positive = re-replication, most hits filed as activators; 2.9% of 350,000 active; AID 624296; note: potency is the fitted concentration of half-maximal effect; % of control where 0% means no effect; nearly all actives have a fitted effect of over 50% in size
IL-1B inflam inh = blocks inflammasome-driven IL-1 beta release | THP-1 LPS/ATP IL-1B secretion, AlphaLISA, 16 h; stronger effect = lower value | activity change, % at 57.5 µM | 4.7% of 360,000 active | AID 743279; in the data active = activity change below about -50%; inconclusive = mostly about -30% to -49%; note: % is set by controls: 0 for no effect and ±100 for the full control effect
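Secreted IL-1B measured by AlphaLISA bead assay after 16 h compound exposure of THP-1 cells; compounds (final up to 57.5 uM) added 1 h before LPS (250 ng/mL) and ATP (1.25 mM) stimulation; lower signal means less secretion.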
S2 tox = viability counter-screen for ATXN expression inhibitors | S2 cells (HEK-293 line with an ATXN2-luciferase reporter) viability, CellTiter-Fluor protease fluorescence, 24 h | Potency, µM (titrated, usually from 56.7 µM), hits mostly cytotoxic | 0.49% of 400,000 active | AID 651635; note: potency is the fitted concentration of half-maximal effect; nearly all actives have a fitted effect of over 40% in size
KB-3-1 cytotox = kills parental KB-3-1 adenocarcinoma cells; 1.4% of 400,000 active; AID 1347075; Potency, µM (series often up to 46.1 µM), for the others: at the highest dose activity change, negative = cytotoxic, actives largely listed as cytotoxic; KB-3-1 viability, CellTiter-Glo ATP luminescence, 72 h; note: potency is the fitted concentration of half-maximal effect; % is set by controls: 0 for no effect and ±100 for the full control effect; nearly all actives have a fitted effect of over 60% in size
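Cytotoxicity measured as CellTiter-Glo luminescence after 72 h at 37 C. Compound titrations were pinned onto drug-naive KB-3-1 parental adenocarcinoma cells grown in DMEM with 10% FBS, and normalized data fitted to concentration-response curves.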
Active calls of the source: *; i = inactive; ? = inconclusive; . = not tested or not shown; & = joins results of further samples; [ ] = dose if it differs, or a comment. Unless noted, calls come from the whole dose curve; as a rule, active = well fitted curve in the direction sought with a large enough effect; inconclusive = small, poorly fitted or top-dose-only effect, or another doubt; inactive = no such curve, though single readings can be large; an effect the other way counts as inactive or inconclusive.

Screens by letter: A = HT1080 IDH1KD tx; B = KB-V1 cytotox; C = SW480 rereplic; D = ATXN2 expr inh; E = HT1080NT lethal; F = MCF10A rereplic; G = IL-1B inflam inh; H = S2 tox; I = KB-3-1 cytotox
[1] COc1ccc(CN2Cc3cc(N4CCCCC4)ccc3-n3nncc3C2)cc1
  A: 3%	B: 0%	C: .	D: -2%	E: 2%	F: .	G: .	H: i	I: 0%
[2] NC(=O)CN1CC(c2ccccc2)CC1=O (configuration not stated)
  A: 0%	B: 10%	C: -5%[9.22 µM]	D: -2%	E: 6%	F: -2%	G: 11	H: i	I: 10%
[3] O=c1c2ccccc2nc(-c2ccco2)n1-c1ccccc1
  A: 12%	B: -20%	C: -3%	D: -5%	E: 13%	F: 19%	G: -11	H: ?	I: 1%
[4] CC12C=CC(=O)CC1CCC1C2CCC2(C)C(O)C(O)CC12 (configuration not stated)
  A: -23%	B: ?	C: 12%	D: 13%	E: 0%	F: ?	G: -27	H: i	I: ?
[5] O=C1NC[C@H](CCCCN2C[C@H](Cc3ccccc3)N(CCc3ccccc3)C(=O)C2=O)N(CC2CCCCC2)C1=O
  A: ?	B: -25%	C: .	D: 2%	E: 20%	F: .	G: 0	H: i	I: 18%
[6] Cc1cccc(C)c1-n1nnnc1C(CCc1ccccc1)N1CCC(n2c(=O)[nH]c3ccccc32)CC1 (configuration not stated)
  A: 15%	B: ?	C: .	D: ?	E: 13%	F: .	G: 3	H: ?	I: ?
[7] COc1ccc(CN2CCCC(C(=O)c3cccc(Cl)c3)C2)cc1 (configuration not stated)
  A: -1%	B: 2%	C: 1%	D: .	E: -1%	F: 5%	G: -12	H: ?	I: 1%
[8] O=C(c1cc(S(=O)(=O)N2CCOCC2)ccc1F)N1CCC2(CC1)OCCO2
  A: -2%	B: -10%	C: 1%	D: 1%	E: -9%	F: 3%	G: 0	H: i	I: -9%
[9] C=CCn1c(O)c(C(C)=NCc2cccnc2)c(=O)[nH]c1=O
  A: -7%	B: 0%	C: 9%	D: 7%	E: -1%	F: 4%	G: 3	H: i	I: -10%
[10] COC(=O)C1=C(c2ccc(F)cc2OCc2ccccc2)C[C@@H]2CC[C@H]1N2C(=O)NCCNC(C)=O
  A: -13%	B: 16%	C: -8%	D: 5%	E: 1%	F: -3%	G: -13	H: i	I: 5%
[11] COc1cccc(NC(=O)c2cccn(Cc3ccccc3C)c2=O)c1
  A: .	B: -11%	C: .	D: -13%	E: .	F: .	G: .	H: i	I: ?
[12] Cc1ccc(NC(=O)c2ccc(C)c(S(=O)(=O)N3CCCCC3)c2)nc1
  A: -11%	B: -23%	C: 0%	D: 11%	E: -13%	F: 14%	G: -8	H: i	I: 1%
[13] CSc1cccc(NP2(=O)OCC(C)([N+](=O)[O-])CO2)c1 (configuration not stated)
  A: 2%	B: -9%	C: -1%	D: 11%	E: -2%	F: 7%	G: 1	H: i	I: 7%
[14] O=C(Nc1cccc2ccccc12)c1nn(C23CC4CC(CC(C4)C2)C3)cc1Br
  A: 2%	B: -1%	C: -3%	D: -1%	E: 2%	F: ?	G: -3	H: i	I: -5%
[15] COC(=O)C1=C(c2cccc(C#N)c2)C[C@@H]2CC[C@H]1N2C(=O)N1CCCCC1
  A: 6%	B: -2%	C: -1%	D: -8%	E: -14%	F: 16%	G: 14	H: ?	I: 4%
[16] COc1cccc(CNC(=O)CCC(=O)N2C[C@H]3C[C@H](C2)c2cccc(=O)n2C3)c1OC
  A: 3%	B: 16%	C: -8%	D: 1%	E: 2%	F: ?	G: -2	H: i	I: 0%
[17] O=c1[nH]c(=O)n(CC2CCCO2)c(O)c1/C=C1\C=Nc2ccccc21 (configuration not stated)
  A: -9%&2%	B: -15%&-3%	C: -3%&6%	D: -9%&0%	E: -2%&2%	F: 8%&8%	G: 16	H: i	I: -1%&1%
[18] Cc1ccc2c(c1)CC1(CN2C)C(=O)NC(=O)N(c2cccc(C)c2C)C1=O (configuration not stated)
  A: -4%	B: 11%	C: 1%	D: 2%	E: 2%	F: ?	G: 15	H: i	I: 4%
[19] NP(=O)(OCC(F)(F)F)Oc1ccc(Cl)cc1 (configuration not stated)
  A: -9%	B: -7%	C: -7%	D: -10%	E: 0%	F: -2%	G: -12	H: i	I: 1%
[20] CCCCCCn1c(O)c(C=NC2CCCCC2N)c(=O)[nH]c1=O (configuration not stated)
  A: -5%	B: -11%	C: -2%	D: -13%	E: -5%	F: ?	G: 0	H: i	I: ?

Retrieved by structure from the list above, 2 records:
Screens by letter: A = HT1080 IDH1KD tx; B = KB-V1 cytotox; C = SW480 rereplic; D = ATXN2 expr inh; E = HT1080NT lethal; F = MCF10A rereplic; G = IL-1B inflam inh; H = S2 tox; I = KB-3-1 cytotox
[20] CCCCCCn1c(O)c(C=NC2CCCCC2N)c(=O)[nH]c1=O (configuration not stated)
  A: -5%	B: -11%	C: -2%	D: -13%	E: -5%	F: ?	G: 0	H: i	I: ?
[19] NP(=O)(OCC(F)(F)F)Oc1ccc(Cl)cc1 (configuration not stated)
  A: -9%	B: -7%	C: -7%	D: -10%	E: 0%	F: -2%	G: -12	H: i	I: 1%

(further entries)
Screens by letter: A = HT1080 IDH1KD tx; B = KB-V1 cytotox; C = SW480 rereplic; D = ATXN2 expr inh; E = HT1080NT lethal; F = MCF10A rereplic; G = IL-1B inflam inh; H = S2 tox; I = KB-3-1 cytotox
[21] C=CCN(CC=C)C(=O)Nc1ccc(OCC)cc1
  A: 20%	B: 0%	C: -15%	D: -20%	E: 27%	F: 18%	G: 0	H: i	I: 23%
[22] COC(=O)C1=C(c2ccc(C(C)=O)cc2)C[C@@H]2CC[C@H]1N2C(=O)NCCOc1ccccc1Cl
  A: 5%	B: -11%	C: -12%	D: -2%	E: 7%	F: 1%	G: 0	H: i	I: -1%
[23] CC(C)(C)NC(=S)N1CCn2cccc2C1c1cccnc1 (configuration not stated)
  A: 3%	B: 6%	C: 11%	D: .	E: 7%	F: -3%	G: 0	H: i	I: -16%
[24] CNC(=O)Nc1ccc(C(=O)N/N=C\C23CC[C@@H](O)CC2(O)CC[C@@H]2[C@@H]3CCC3(C)C(C4=CC(=O)OC4)CCC23O)cc1 (some centres not stated)
  A: ?	B: -14%	C: -4%	D: ?	E: ?	F: 14%	G: 30	H: i	I: ?
[25] CN1CCC(O)(c2ccc(Cl)cc2)C(C(=O)c2ccc(Cl)cc2)C1 (configuration not stated)
  A: 5%	B: 4%	C: ?	D: -11%	E: -1%	F: ?	G: -15	H: i	I: 9%
[26] COc1ccc(-c2nc3ccc(Br)cn3c2CC(=O)N2CCCC2)cc1OC
  A: 4%	B: 7%	C: .	D: 6%	E: 18%	F: .	G: 4	H: i	I: 16%
[27] Cc1ccc(-c2ccc(=O)n(CCC(=O)N3CCC4(CC3)OCCO4)n2)cc1
  A: -2%	B: -20%	C: 17%	D: .	E: 0%	F: -3%	G: -6	H: i	I: -27%

Excerpt, entries 14 to 24
Screens by letter: A = HT1080 IDH1KD tx; B = KB-V1 cytotox; C = SW480 rereplic; D = ATXN2 expr inh; E = HT1080NT lethal; F = MCF10A rereplic; G = IL-1B inflam inh; H = S2 tox; I = KB-3-1 cytotox
[14] O=C(Nc1cccc2ccccc12)c1nn(C23CC4CC(CC(C4)C2)C3)cc1Br
  A: 2%	B: -1%	C: -3%	D: -1%	E: 2%	F: ?	G: -3	H: i	I: -5%
[15] COC(=O)C1=C(c2cccc(C#N)c2)C[C@@H]2CC[C@H]1N2C(=O)N1CCCCC1
  A: 6%	B: -2%	C: -1%	D: -8%	E: -14%	F: 16%	G: 14	H: ?	I: 4%
[16] COc1cccc(CNC(=O)CCC(=O)N2C[C@H]3C[C@H](C2)c2cccc(=O)n2C3)c1OC
  A: 3%	B: 16%	C: -8%	D: 1%	E: 2%	F: ?	G: -2	H: i	I: 0%
[17] O=c1[nH]c(=O)n(CC2CCCO2)c(O)c1/C=C1\C=Nc2ccccc21 (configuration not stated)
  A: -9%&2%	B: -15%&-3%	C: -3%&6%	D: -9%&0%	E: -2%&2%	F: 8%&8%	G: 16	H: i	I: -1%&1%
[18] Cc1ccc2c(c1)CC1(CN2C)C(=O)NC(=O)N(c2cccc(C)c2C)C1=O (configuration not stated)
  A: -4%	B: 11%	C: 1%	D: 2%	E: 2%	F: ?	G: 15	H: i	I: 4%
[19] NP(=O)(OCC(F)(F)F)Oc1ccc(Cl)cc1 (configuration not stated)
  A: -9%	B: -7%	C: -7%	D: -10%	E: 0%	F: -2%	G: -12	H: i	I: 1%
[20] CCCCCCn1c(O)c(C=NC2CCCCC2N)c(=O)[nH]c1=O (configuration not stated)
  A: -5%	B: -11%	C: -2%	D: -13%	E: -5%	F: ?	G: 0	H: i	I: ?
[21] C=CCN(CC=C)C(=O)Nc1ccc(OCC)cc1
  A: 20%	B: 0%	C: -15%	D: -20%	E: 27%	F: 18%	G: 0	H: i	I: 23%
[22] COC(=O)C1=C(c2ccc(C(C)=O)cc2)C[C@@H]2CC[C@H]1N2C(=O)NCCOc1ccccc1Cl
  A: 5%	B: -11%	C: -12%	D: -2%	E: 7%	F: 1%	G: 0	H: i	I: -1%
[23] CC(C)(C)NC(=S)N1CCn2cccc2C1c1cccnc1 (configuration not stated)
  A: 3%	B: 6%	C: 11%	D: .	E: 7%	F: -3%	G: 0	H: i	I: -16%
[24] CNC(=O)Nc1ccc(C(=O)N/N=C\C23CC[C@@H](O)CC2(O)CC[C@@H]2[C@@H]3CCC3(C)C(C4=CC(=O)OC4)CCC23O)cc1 (some centres not stated)
  A: ?	B: -14%	C: -4%	D: ?	E: ?	F: 14%	G: 30	H: i	I: ?

Assay outcomes (PubChem BioAssay)

These rows are one share of the data; count on the stated rates, not on these rows.
